Assay outcomes as filed in PubChem.
ERK EGF block = inhibitors of EGF-stimulated ERK signaling pathway; HEK293-V1b, EGF-stimulated phospho-ERK AlphaScreen; Potency, µM (highest dose often 11.5 µM), without a hit: at the top dose activity change, negative = inhibition, actives largely listed as inhibitors; 130,000 tested, 0.41% active; AID 1454; active = well fitted inhibition curve with a large enough effect; inconclusive = small, poorly fitted or top-dose-only effect, or effect the other way;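 also: plate controls were stimulated vehicle wells for no effect and unstimulated vehicle basal for full effect; nearly all actives have a fitted effect of over 55% in size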
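EGF-stimulated (25 nM, 5 min) phospho-ERK in HEK293 cells stably expressing V1b, cells pretreated 30 min with compound at 37C. Homogeneous AlphaScreen read on lysates.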
* marks the source's active call; other numbers are inactive results; ? = inconclusive; & = joins results of further samples; [ ] = remark or other dose. Potency is read from the fitted curve at half-maximal effect. An excerpt; rates above refer to the full screens.

ERK EGF block,Molecule
?,CCCCC1=CC2=C(c3ccco3)C(=O)C(C)(OC(=O)c3ccc(OC)cc3)C(=O)C2=CN1Cc1ccco1 (centres undefined)
2%[57.5 µM],Cc1nc(CS(=O)(=O)c2ccc(Cl)cc2)sc1C(=O)O
16%[57.5 µM],COc1cc2c(OC(C)=O)c3c(c(-c4ccc5c(c4)OCO5)c2cc1OC)C(=O)OC3
?,CCOC(=O)C1(Cc2ccccc2C)CCCN(Cc2cn(C)nc2C)C1 (centres undefined)
1%[57.5 µM],O=C1CC(N2CCN(S(=O)(=O)c3ccccc3)CC2)C(=O)N1c1ccccc1 (centres undefined)
-6%,CC(C)c1cc(C(=O)NCCc2ccccc2)no1
13%[57.5 µM],O=C(O)Cc1ccc(Nc2cnn(C34CC5CC(CC(CC(=O)O)(C5)C3)C4)c(=O)c2Cl)cc1
11%[57.5 µM],Cc1ccc([N+](=O)[O-])c(C(=O)N/N=C/c2cccnc2)c1

At a glance, some entries already given.
ERK EGF block,Molecule
?,CCCCC1=CC2=C(c3ccco3)C(=O)C(C)(OC(=O)c3ccc(OC)cc3)C(=O)C2=CN1Cc1ccco1 (centres undefined)
2%[57.5 µM],Cc1nc(CS(=O)(=O)c2ccc(Cl)cc2)sc1C(=O)O
16%[57.5 µM],COc1cc2c(OC(C)=O)c3c(c(-c4ccc5c(c4)OCO5)c2cc1OC)C(=O)OC3
?,CCOC(=O)C1(Cc2ccccc2C)CCCN(Cc2cn(C)nc2C)C1 (centres undefined)
1%[57.5 µM],O=C1CC(N2CCN(S(=O)(=O)c3ccccc3)CC2)C(=O)N1c1ccccc1 (centres undefined)
-6%,CC(C)c1cc(C(=O)NCCc2ccccc2)no1
13%[57.5 µM],O=C(O)Cc1ccc(Nc2cnn(C34CC5CC(CC(CC(=O)O)(C5)C3)C4)c(=O)c2Cl)cc1

Additional records follow.
ERK EGF block,Molecule
5%,OC[C@@H]1O[C@@H](n2cnc3c(N[C@H]4CCC[C@@H]4O)ncnc32)[C@H](O)[C@H]1O
4%,CC1CCc2c(C(=O)NCc3cccnc3)csc2C1 (centres undefined)
1%,CCOC(=O)c1c(-c2ccc(C)cc2)csc1/N=C/N(C)C
-15%,COC(=O)[C@@H](NC(=O)Nc1ccc(S(N)(=O)=O)cc1)C(C)C
2%[25.7 µM],CC[N+](C)(CC)CCC[n+]1c(-c2ccccc2)c2cc(N)ccc2c2ccc(N)cc21
-2%,CCOC(=O)CSc1nnc(CNC(=O)c2ccc([N+](=O)[O-])cc2)n1C
-13%,CC(C)CC1(C(=O)NCc2cc(F)cc(C(F)(F)F)c2)C=CCN1C(=O)c1ccccc1 (centres undefined)
-1%,COc1ccc2oc(C(=O)NCCC(C)C)c(C)c2c1
1%,CCc1nc2ccccc2c(=O)n1NCCc1ccccc1
0%,CCOCCCNC(=S)N1CCCN(c2nc3cc(C)cc(C)c3cc2C#N)CC1
3%[57.5 µM],O=C1OC(c2ccc(O)cc2)(c2ccc(O)cc2)c2ccccc21
-15%,O=C1C2C(C(=O)N1c1ccccc1)N1CCCN1C2c1ccccc1 (centres undefined)
1%,COc1ccc(OC)c(C2CC(=O)Nc3c2c(=O)[nH]c2ncnn32)c1 (centres undefined)
4%,CC(CCc1ccccc1)NC(=O)CN1CCc2ccccc2C1 (centres undefined)
4%,COc1ccc(/C=C(\NC(=O)c2cccs2)C(=O)Nc2cccc3ccccc23)cc1OC
0%,O=C(O)CC/C(=C\c1ccc(N2CCOCC2)c([N+](=O)[O-])c1)c1nc2ccccc2s1
19%[57.5 µM],CSc1nc(SCC(=O)O)c2c3c(sc2n1)COC(C)(C)C3
3%,Fc1cccc2sc(Nc3nc4cc5c(cc4s3)OCO5)nc12
0%,CC(C)c1cc(C(=O)N2CCCC(C(=O)c3ccc4ccccc4c3)C2)on1 (centres undefined)
0%,O=C(c1ccc(Cl)c(S(=O)(=O)N2CCOCC2)c1)N1CCN(Cc2ccccc2)CC1
8%[57.5 µM],O=C(O)c1ccc(-n2c(O)c(C=C3N=c4ccccc4=N3)sc2=S)cc1
0%,COc1ccccc1N(C)S(=O)(=O)c1ccc(Cl)c(C(=O)NC2=NCCS2)c1
-4%[57.5 µM],O=C(Cc1ccc(Cl)cc1)c1ccc(O)cc1
-2%,CCC(C)(C)NC(=O)C1CCN(c2nc(OC)nc(OC)n2)CC1
-2%,CC1(C)CC(=O)C2=C(C1)c1c(ccc3ncccc13)NC2c1cccs1 (centres undefined)
-6%,COc1cc(CCC(=O)Nc2nnc(-c3cccnc3)s2)cc(OC)c1OC
-5%,Cc1nc2ccccc2cc1C(=O)N/N=C/c1cccs1
6%,COc1ccc(NC(=O)c2[nH]c(C)c(C(C)=O)c2C)cc1S(=O)(=O)N1CCOCC1
-13%[57.5 µM],NS(=O)(=O)c1ccc(Nc2ccc([N+](=O)[O-])c3nonc23)cc1
0%,CC(NC(=O)CSc1ccccc1C(=O)O)C1CC2CCC1C2 (centres undefined)
3%,O=C(CSc1nnc(-c2ccc(F)cc2)c2ccccc12)Nc1ccccc1Cl
2%[57.5 µM],COc1ccccc1/C=C(/C#N)C(=O)O
7%,O=C(Cn1ncc2ccccc21)N1CCN(c2cccc(C(F)(F)F)c2)CC1
29%,CCOC(=O)C1(O)Oc2cc(OC)cc(OC)c2C(=O)C1c1ccccc1 (centres undefined)
7%,Cc1cc(C)cc(N(C(C)C(=O)N2CCOCC2)S(C)(=O)=O)c1 (centres undefined)
-5%[57.5 µM],O=C(CC(c1ccccc1)(c1ccccc1)c1ccccc1)N[C@@H](Cc1ccccc1)C(=O)O
7%,O=C(N/N=C\c1ccccn1)C1c2ccccc2Oc2ccccc21
5%,CC1OC(n2cc(F)c(=O)[nH]c2=O)C(O)C1O (centres undefined)
-1%,N#CCC(=O)c1ccccc1Oc1ccc(Cl)cc1
-2%,O=C1O/C(=C\c2ccccc2)c2ccccc21
7%,O=C1NC(CCc2ccccc2)C(=O)N1CCOc1cccc(Br)c1 (centres undefined)
-1%,CSCCNCc1cn(-c2ccc(F)cc2F)nc1-c1ccccc1C
4%,CCC(C)C(NC(=O)c1ccccc1NC(=O)c1ccco1)C(=O)NNC(=O)c1ccc(OC)cc1 (centres undefined)
-12%[57.5 µM],O=C(Nc1ccccc1)C1=C[C@H](c2csc3ccccc23)C[C@H](OCCCCO)O1
-3%[57.5 µM],O=C(NC1CCCCC1)c1cc2nc(-c3ccco3)cc(C(F)(F)F)n2n1
4%,NC(=O)c1cccnc1Sc1ccc(Cl)cc1
11%&3%,COc1ccc(CNC(=O)[C@H](C)[C@@H]2C[C@@]2(C)[C@@H](NC(=O)OCc2ccccc2)c2ccccc2)cc1OC
0%,CC1(C)CC(=O)C(=C2SCCCS2)C(=O)C1
1%,COc1cc(/C=N/NC(=O)c2cccnc2)ccc1OCC(=O)Nc1c(C)cc(C)cc1C
-2%[57.5 µM],S=c1[nH]nc(COc2ccccc2)n1/N=C/C=C/c1ccco1
0%,COc1cc2cc(CN(Cc3cccs3)C(=S)Nc3ccc(C)cc3)c(=O)[nH]c2cc1OC
9%,CC(=O)Nc1nnc(-c2ccccn2)o1
6%,CCN(CC)S(=O)(=O)c1ccc(N2CCOCC2)c(NC(=O)c2cc(C)cc(C)c2)c1
-13%[57.5 µM],Cc1cc2oc(=O)cc(C)c2cc1NC(=O)CCl
7%,COc1ccc(C(=O)O/N=C(\N)Cc2ccc(Cl)c(Cl)c2)cc1OC
7%,Cc1cc(C)cc(CSCC(=O)NN=C2CCCCCC2)c1

Next entries.
ERK EGF block,Molecule
-6%[57.5 µM],CC(=O)Oc1cc2oc(=O)cc(C)c2cc1OC(C)=O
2%,CCN(CC)S(=O)(=O)c1ccc2c(c1)nc(CCC(=O)O)n2CC
-2%,Cc1ccc(C)c(NC(=O)c2cc(-c3cccnc3)nc3ccccc23)c1
-4%,Cc1ccc(CN2CCSc3ccc(C(=O)NCc4ccccn4)cc32)cc1
?,CCN(CC)CCSc1nnc2c3cc(C)ccc3n(Cc3ccccc3)c2n1
-8%,Cc1cc(Cl)ccc1OCC(=O)NCC(=O)N/N=C/c1ccco1
-1%,COc1ccc(CCc2nc(C)ccc2O)cc1
?,Oc1cccc(/C=N/Nc2ncnc3c2ncn3Cc2ccccc2)c1
6%,Cc1ccccc1OCc1nnc(SC(C)C(=O)O)n1Cc1ccccc1 (centres undefined)
-8%,CC(C)Sc1cc(N2CCOCC2)nc(-c2ccccc2)n1
-3%,COc1cc(/C=N/NC(=O)c2ccc(N(C)S(=O)(=O)c3ccccc3)cc2)cc(OC)c1OC
-3%[57.5 µM],Cc1cc(=O)oc2cc(OS(C)(=O)=O)ccc12
4%,COCCNC(=S)N1CCc2cc(OC)c(OC)cc2C1COc1cc(C)cc(C)c1 (centres undefined)
-2%,Cc1cc(C)c(C(=O)/C=C/c2cccc3ccccc23)c(=O)[nH]1
-6%[57.5 µM],CCOC(=O)c1cnc2c(F)ccc(F)c2c1Sc1ccccc1
?,CC(=O)Nc1ccc(NC2=C/C(=N/S(=O)(=O)c3cccs3)c3ccccc3C2=O)cc1

Four entries picked at random from those above, as already listed:
ERK EGF block,Molecule
-6%[57.5 µM],CC(=O)Oc1cc2oc(=O)cc(C)c2cc1OC(C)=O
3%,Fc1cccc2sc(Nc3nc4cc5c(cc4s3)OCO5)nc12
1%,CCOC(=O)c1c(-c2ccc(C)cc2)csc1/N=C/N(C)C
6%,COc1ccc(NC(=O)c2[nH]c(C)c(C(C)=O)c2C)cc1S(=O)(=O)N1CCOCC1

More results.
ERK EGF block,Molecule
2%,COc1ccccc1-n1c(-c2ccccc2)c[nH]c1=S
-1%,COC(=O)c1ccc(C(=O)OC)c(NC(=S)N2CCCCC2C)c1 (centres undefined)
11%[57.5 µM],Cc1ccc(-c2csnn2)cc1
-10%,OCCC1CN(Cc2c(F)cccc2Cl)CCN1C1CCCC1 (centres undefined)
-11%,N=C1CCCN1CC(=O)c1ccc(Br)cc1
0%,C/C(=N/NC(=O)c1cccnc1)C1=C(O)CC(C)(C)CC1=O
8%,O=C(Oc1ccc([N+](=O)[O-])cc1)c1ccc(Cl)c(S(=O)(=O)N2CCCCC2)c1
2%,O=C(c1c[nH]c2ccccc12)N1CCN(c2ccccc2)CC1
-7%[57.5 µM],COc1ccc(C(=O)O)cc1S(=O)(=O)NC(C)C
2%,C=CCNC(=S)NNC(=O)C(CCCC)CC(C)(C)O (centres undefined)
-2%,COc1ccc(Nc2nc3ccc(C)cc3cc2C#N)c(OC)c1
10%,O=C(O)c1ccccc1Nc1cccc(C(F)(F)F)c1
6%[57.5 µM],O=C(O)c1ccccc1N=Cc1c(O)n(-c2nccs2)c(=O)c2ccccc12
-3%,Cc1ccc(C(=O)OCC(=O)c2c[nH]c3ccccc23)cc1S(=O)(=O)N1CCCCC1
1%,COc1cccc(CNC(=O)C2CCN(c3cnccn3)CC2)c1
9%,O=C(OCC(F)(F)F)[C@H](O)[C@@H](O)C(=O)OCC(F)(F)F
8%,COC(=O)C1C/C(=N\NS(=O)(=O)c2ccc(C)cc2)c2sccc2C1 (centres undefined)
-1%,CCC(C)NC(=O)CN(c1cc(Cl)cc(Cl)c1)S(C)(=O)=O (centres undefined)
-6%,O=C1c2ccccc2C(=O)N1CCc1c[nH]c2ccccc12
-5%,Cc1nc(-c2coc3c(O)c(O)ccc3c2=O)cs1
-11%[57.5 µM],COc1ccc(NC(=O)c2cc(-c3ccco3)nc3ccccc23)cc1S(=O)(=O)N1CCOCC1
-7%,COc1cc2c(c(OC)c1OC)CC(=O)N(C)CC2
6%,CC(=O)Nc1cccc(NC(=O)c2cc(C)on2)c1
4%,Cc1noc(C)c1C(=O)OCC(=O)Nc1ccc(C(N)=O)cc1
4%[57.5 µM],CS(=O)(=O)c1[nH]nc(-c2ccccc2Cl)c1C#N
-4%,CCN(CC)C(=S)Nc1ccc2nc3n(c(=O)c2c1)CCCCC3
-12%,CCOc1ccccc1NC(=O)CN1C(=O)C(C)SC(C)C1=O (centres undefined)
9%,O=C(COC(=O)c1n[nH]c2ccccc12)Nc1ccc([N+](=O)[O-])cc1
-2%,O=[N+]([O-])c1ccc(S(=O)(=O)NCCc2cn3ccccc3n2)cc1
-12%,Oc1ccc(C2C(c3ccccc3)=NN=C(c3ccccc3F)N2O)c(O)c1 (centres undefined)
1%,Cc1n[nH]c(C)c1CCC(=O)N/N=C/c1cccc([N+](=O)[O-])c1
-6%,Cc1ccc(S(=O)(=O)N2CCOCC2)cc1NC(=O)c1cccc(S(=O)(=O)N2CCCC2)c1
4%,O=C(CNC(=S)N(Cc1ccccc1)Cc1ccccc1F)NCc1ccc(Cl)cc1
-9%,COc1ccc(NC(=S)N2CCN(Cc3ccccc3)CC2)cc1
8%,CCCOc1ccc(C(C)=O)cc1CN1CCOCC1
-5%,S=C(NCc1ccccc1)N1CCN(c2cccc(Cl)c2)CC1
1%,CCOC(=O)C1(Cc2ccccc2C)CCCN(S(=O)(=O)c2cccnc2)C1 (centres undefined)
-6%,C=CCN(CC=C)S(=O)(=O)c1ccc(NC(=O)COc2ccccc2OC)cc1
-5%[57.5 µM],Cc1ccc(C(=O)NNC(=O)c2nn(-c3ccc(F)cc3)ccc2=O)cc1
15%[57.5 µM],NCc1c(O)ccc2ccccc12
-4%,COc1ccc(CN2CCNC(=O)C2CC(=O)NCCCn2cccn2)c(OC)c1 (centres undefined)
